CAL PDZ FP = inhibitors of human CAL PDZ peptide binding; AID 504414; purified CAL PDZ, TMR-peptide fluorescence polarization, 1 h; 0.02% of 330,000 active; inhibition, % at 20 µM;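 active = highest replicate inhibition of at least 40%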;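 note: plate controls were DMSO neutral control wells for no effect and unlabeled competitor peptide control wells for full effect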
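Material: tagged CAL PDZ domain; buffer or medium: 25 mM sodium phosphate pH 7.4, 150 mM NaCl, TCEP, IgG, Thesit; compound dosing: single point, 20 µM; schedule: 1 h incubation at room temperature before polarization reading; measured by: FP readout, S and P plane fluorescence; read-out basis: percent inhibition from loss of millipolarization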
phage Ecoli inh = E. coli growth loss with phage present; growth absorbance; inhibition, % at 11.9 µM; 0.26% of 360,000 active; in the data active = inhibition above about 11%
Ecoli viability = bacterial growth inhibition, counter-screen for AddAB inhibitors; E. coli V3065 growth, OD600 absorbance, 18 h; inhibition, % at 11.9 µM; 0.27% of 330,000 active;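 active = inhibition above the campaign's mean inhibition across all tested compounds plus 3 SD, cut at about 9.9% in these data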;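 note: uninfected addAB+ strain grown without phage in ampicillin broth; 0% = DMSO wells and 100% = ciprofloxacin 0.95 µg/ml wells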
Rtt109 HAT inh = blocks Candida albicans Rtt109/Vps75 acetyltransferase activity; purified Rtt109/Vps75, ThioGlo CoA-SH fluorescence, 4 h; Q5AAJ8; 0.16% of 330,000 active; inhibition, % at 34.9 µM;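 active = inhibition of at least 50% in every replicate; inconclusive = best replicate reaches 50% inhibition but some replicates fall short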
Target sequence (Q5AAJ8 whole entry, looked up): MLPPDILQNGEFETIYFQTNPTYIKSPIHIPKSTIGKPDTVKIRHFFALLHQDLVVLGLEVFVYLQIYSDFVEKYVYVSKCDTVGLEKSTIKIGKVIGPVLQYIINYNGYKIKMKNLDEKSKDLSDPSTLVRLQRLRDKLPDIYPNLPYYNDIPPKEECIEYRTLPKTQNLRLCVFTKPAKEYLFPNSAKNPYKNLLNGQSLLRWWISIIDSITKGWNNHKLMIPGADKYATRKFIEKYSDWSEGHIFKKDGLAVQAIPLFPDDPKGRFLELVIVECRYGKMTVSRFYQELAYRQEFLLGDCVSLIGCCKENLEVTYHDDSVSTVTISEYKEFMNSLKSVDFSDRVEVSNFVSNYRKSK
Tat transport = E. coli Tat transport inhibition | 0.036% of 340,000 active | inhibition, % at 10 µM | AID 488895 | E. coli MC4100 TorA-mCherry Tat export, fluorescence;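 active = mean replicate inhibition at least 50% and at least half of replicates individually reaching 50%; inconclusive = only one of the two criteria met; inactive = neither criterion met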;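 note: exported cargo escapes ClpAP degradation while cytoplasmic cargo is degraded and loses fluorescence; 0% = median of neutral control wells and 100% = median of NaSCN control wells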
DAGLB inh = blocks human DAGLB lipase activity; HEK293T DAGLB membrane lysate, EnzChek fluorogenic substrate; inhibition, % at 5.17 µM; 0.059% of 340,000 active; in the data active = inhibition above about 34%;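 note: 0% = enzyme with vehicle and 100% = wells lacking enzyme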
Target sequence (Q8NCG7 whole entry, looked up): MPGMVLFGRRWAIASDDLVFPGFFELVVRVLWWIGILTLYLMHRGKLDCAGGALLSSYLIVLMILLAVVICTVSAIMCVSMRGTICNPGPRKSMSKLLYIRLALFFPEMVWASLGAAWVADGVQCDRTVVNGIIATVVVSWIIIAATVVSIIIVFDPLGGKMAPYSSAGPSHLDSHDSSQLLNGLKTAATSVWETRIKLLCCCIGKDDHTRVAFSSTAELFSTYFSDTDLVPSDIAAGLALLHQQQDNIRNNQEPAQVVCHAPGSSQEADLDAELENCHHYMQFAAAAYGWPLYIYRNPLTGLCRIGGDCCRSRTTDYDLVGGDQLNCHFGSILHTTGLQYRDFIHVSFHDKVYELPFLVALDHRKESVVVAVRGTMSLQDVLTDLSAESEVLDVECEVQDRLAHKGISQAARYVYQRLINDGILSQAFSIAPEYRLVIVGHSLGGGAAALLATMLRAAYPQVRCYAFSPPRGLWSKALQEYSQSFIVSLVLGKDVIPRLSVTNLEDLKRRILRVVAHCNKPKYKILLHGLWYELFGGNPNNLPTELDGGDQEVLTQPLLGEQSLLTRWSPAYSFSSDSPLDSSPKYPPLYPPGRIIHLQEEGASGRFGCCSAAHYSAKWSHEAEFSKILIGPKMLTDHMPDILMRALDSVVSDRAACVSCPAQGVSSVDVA
PfHsp90 set2 = growth inhibition of yeast expressing Plasmodium Hsp90. inhibition, % at 9.4 µM. 0.32% of 310,000 active. AID 504621. S. cerevisiae expressing PfHsp90, BacTiter-Glo ATP, 48 h; yeast lacking PDR1 and PDR3 efflux regulators;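 active = every replicate shows inhibition above about 80%, whatever the replicate mean, limit read from the data; inconclusive = mean inhibition reaches the set limit but some replicate falls short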;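 note: 0% = DMSO neutral controls and 100% = 20 µM radicicol positive controls; yeast relying on Plasmodium falciparum Hsp90 in place of its own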
PvdQ acylase = blocks Pseudomonas aeruginosa PvdQ acylase activity. AID 488965. purified PvdQ acylase, fluorescence plate reader. inhibition, % at 10 µM. 0.063% of 340,000 active; in the data active = inhibition above about 30%, passing the limit was not always enough; inconclusive = no clear call, values can overlap the other calls;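 note: 0% = vehicle neutral wells and 100% = reference inhibitor wells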
AddAB inh = less growth of phage-infected E. coli with AddAB. E. coli expressing H. pylori AddAB, absorbance growth. 0.29% of 330,000 active. inhibition, % at 11.9 µM. AID 435030; in the data active = inhibition above about 12%;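 note: 0% = vehicle wells of infected cells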
Wnt bcat act = Wnt/beta-catenin pathway activation; activation, % at 9.35 µM; Wnt/beta-catenin reporter cell assay, activator, plate reader; AID 743398; 1.2% of 300,000 active; in the data active = activation above about 30%, passing the limit was not always enough; inconclusive = no clear call, values can overlap the other calls;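 note: 0% = neutral control wells and 100% = positive control wells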
The depositor's hits bear a star; ? = inconclusive; . = not tested or not shown.

SMILES	CAL PDZ FP	phage Ecoli inh	Ecoli viability	Rtt109 HAT inh	Tat transport	DAGLB inh	PfHsp90 set2	PvdQ acylase	AddAB inh	Wnt bcat act
Cc1cccc(CCNC(=O)C2CCN(S(=O)(=O)c3c(C)nn(C)c3C)CC2)c1	.	0.8	3.0	0	7	1	9	-20	3.4	.
Cn1c(SCC(=O)NCCN2C(=O)CSC2=O)nnc1-c1ccccc1	-0.3	4.2	-0.3	-1	1	-2	1	-3	0.3	-1
CCOc1ccc(-n2c(Cc3cc(=O)[nH]c(=O)[nH]3)nnc2SCC(=O)OC)cc1	-0.9	2.0	1.2	-18	19	0	-14	-8	5.0	0
CCC(NC(=O)c1ccccc1NC(=O)c1ccc(OC)cc1)C(=O)N1CCCC1 (stereo not drawn)	-2.1	7.4	-1.9	-4	-10	-1	45	-5	3.5	?
O=C(NCCCN1CCOCC1)C(=O)N/N=C/c1c(Cl)cccc1Cl	-0.4	1.7	0.8	-6	-8	-1	-1	-18	0.3	-2
Cc1cc(NC(=O)C(C)C)ncc1NC(=O)Cc1ccccc1	-1.2	-0.3	0.2	-8	2	-4	-5	-15	1.4	3
COc1ccccc1-n1cnnc1SC1CCOC1=O (stereo not drawn)	-0.2	2.0	0.9	2	-4	-1	7	-16	1.1	.
CC(NC(=O)c1ccccc1F)c1ccccc1 (stereo not drawn)	0.7	1.6	0.9	-4	2	-1	-3	4	0.8	0
CCOc1ccc(NC(=O)N(C2CCCCCC2)C2CCN(C(C)=O)CC2)cc1	0.2	2.9	1.2	3	2	-3	4	-7	-1.5	.
CCN(c1ccccc1)S(=O)(=O)c1cccc(C(=O)NCc2ccccn2)c1	-2.1	0.8	-2.0	-5	-4	1	.	-13	-1.5	-3
Cc1c(C)c2ccc(O[C@@H]3O[C@H](CO)[C@@H](O)[C@H](O)[C@H]3O)c(C)c2oc1=O	0.1	0.2	.	4	-1	0	2	-13	.	-1
CCOc1ccc(C(C(=O)NC2CCCCC2)N(CCOC)C(=O)c2snc(C(N)=O)c2N)cc1 (stereo not drawn)	-8.7	2.9	2.4	-7	-5	1	22	-9	5.7	-3
COc1ccc(CNC(=O)/C=C/c2cc([N+](=O)[O-])ccc2OC(F)F)cc1	-1.6	3.8	-1.7	-7	-3	-1	10	0	0.5	-3
COc1cc(Cn2c(=O)oc3ccc(C)cc32)ccc1OC(C)C	.	1.4	-0.2	-3	3	-3	.	-13	0.2	3
CCOC(=O)c1sc2nc(CC(=O)OC)nc(NCc3ccco3)c2c1C	-3.3	3.9	.	4	-5	-4	9	-4	.	.
CC(Oc1ccc2c3c(c(=O)oc2c1)CCCC3)C(=O)NCC1CCC(C(=O)O)CC1 (stereo not drawn)	-2.4	0.9	-1.1	-2	-8	-1	-10	-21	2.1	0
COc1ccccc1C/C(N)=N/OC(=O)c1ccc2c(c1)OCO2	-1.1	5.2	2.0	.	-15	-1	-18	4	-1.4	-1
Cc1cc(NC(=O)c2sc3ccccc3c2O)no1	-1.5	1.0	.	-147	-9	2	46	-22	.	34*
COc1c(C(O)CC(C)C)ccc2c1C(=O)OCc1cc(C)cc(O)c1O2 (stereo not drawn)	0.6	2.6	-0.5	13	-4	1	-18	10	3.5	-2
CC(=O)N/N=C(\N)c1nonc1N	.	2.6	-1.0	.	.	.	.	.	1.9	-4
CCCCCCCCCC(=O)N1c2ccccc2NC(=O)C1CC(=O)Nc1ccc(C(=O)O)cc1 (stereo not drawn)	-1.5	-0.4	-3.4	24	4	6	10	-17	0.8	-6
CCC1CCCCN1CCCNC(=O)c1ccc(CS(=O)(=O)Cc2ccccc2F)o1 (stereo not drawn)	.	2.1	0.8	-14	-5	-2	15	2	1.8	.
COc1ccc(Oc2ccc(C(F)(F)F)cc2NC(=O)c2ccc(F)cc2)cc1	-0.3	-1.8	0.2	7	4	.	9	-1	3.9	1
COc1cc(/C=C/C(=O)N2CCCN(C(=O)/C=C/c3cc(OC)c(OC)c(OC)c3)CC2)cc(OC)c1OC	-2.5	4.3	-1.6	-2	4	2	-20	-20	3.8	-1
CCOC(=O)c1oc2nc(C)c3c(c2c1N)CC(C)(C)OC3	-1.3	2.9	0.6	-8	-3	-1	.	-20	-0.2	.
Cc1nc(NS(=O)(=O)c2ccccc2)sc1NC(=O)OCCN(C)C	-0.4	0.6	-2.3	2	-2	-4	-13	-6	1.1	0
COC(=O)C1=C(C)OC(N)=C(C#N)C1c1ccco1 (stereo not drawn)	-0.3	2.1	-0.2	1	2	-1	14	-8	-0.6	.
COc1ccc(C2=Nn3c(nnc3-c3cccnc3)SC2)cc1	-1.9	2.1	.	-3	2	-1	6	-2	.	.
CCN(CC)CCN(C(=O)Cn1nnc(-c2ccc(OC)c(OC)c2)n1)C(C(=O)NC1CCCC1)c1ccc(F)cc1 (stereo not drawn)	-2.6	1.4	-3.0	.	2	3	0	16	-1.3	-1
COc1ccccc1-c1cc(-c2ccc(C)cc2)nc(SCc2nnc(-c3ccccc3)o2)c1C#N	-0.7	0.6	0.6	-7	-3	-3	.	-8	-1.0	-5
COc1ccc(-c2csc(N(CC3CCCO3)C(=O)c3ccco3)n2)cc1 (stereo not drawn)	-0.5	-0.1	1.8	-3	7	-4	10	-4	3.4	23
Cc1ccc(S(=O)(=O)CCC(=O)Nc2sccc2C#N)cc1	-2.2	3.1	1.7	-6	-3	-1	.	-9	2.2	0
COc1cc(OC)c(S(=O)(=O)Nc2ccc(C(=O)N3CCCC3)cc2)cc1NC(C)=O	-2.7	3.2	-0.4	6	7	2	-1	-10	0.6	-1
COc1ccc(NC(=S)N2CCc3ccccc3C2)cc1OC	0.1	5.8	1.6	-1	4	3	-7	-6	3.2	-1
CC(C)CCNC(=O)C12CN(Cc3ccccc3)CC1C(c1ccc([N+](=O)[O-])cc1)=NO2 (stereo not drawn)	-1.5	1.4	-1.9	3	10	-8	4	10	1.6	-3
CCN(CC)CCNC(=O)Cc1nn(Cc2ccccc2)c(=O)c2ccccc12	-0.8	2.1	2.1	.	-4	0	9	-9	2.2	-1
CN1CCN(S(=O)(=O)c2ccc3c(c2)NC(=O)C2CCCN32)CC1 (stereo not drawn)	-2.7	2.2	0.7	-9	-3	-3	.	-6	1.6	.
COc1ccccc1N(C(=O)CNC(=O)c1ccco1)C(C(=O)NCC1CCCO1)c1ccccc1 (stereo not drawn)	-2.3	0.6	-1.6	1	-16	-1	15	-2	1.6	1
Cc1ccc(S(=O)(=O)Nc2ccc(S(=O)(=O)N3CCOCC3)cc2)cc1[N+](=O)[O-]	-2.8	3.0	1.4	-2	-4	3	-15	-12	2.6	-3
CC(C)C(=O)Nc1cccc(C(=O)Nc2nccs2)c1	-0.7	1.9	0.1	-1	0	1	12	7	0.2	.
O=C(COC(=O)c1cccc(S(=O)(=O)N2CCN(c3ccccc3)CC2)c1)NCC1CCCO1 (stereo not drawn)	-3.4	0.5	-0.8	2	-2	2	-20	-7	-1.4	-3
CCCn1c(N)c(C(=O)CSc2nc3ccccc3c(=O)n2Cc2ccccc2)c(=O)[nH]c1=O	-2.1	2.7	-1.5	6	-1	2	-31	-9	-1.3	0
CCOC(=O)Cc1cc(=O)n2[nH]c(-c3ccccc3)cc2n1	-1.3	.	-0.7	-12	1	3	0	-1	-0.5	-4
Oc1c(Cl)cc(CN2CCCCC2)c2cccnc12	.	.	11*	0	-1	0	2	-12	7.5	.
CCCOc1ccc(N2C(=O)CC(N(Cc3ccco3)C(=O)CCC(=O)O)C2=O)cc1 (stereo not drawn)	0.9	-1.5	0.6	2	-3	3	-17	-9	1.7	2
Cc1ccc(S(=O)(=O)c2nc(-c3ccccc3Br)oc2N(C)C)cc1	-1.2	-1.3	2.4	2	9	-2	35	-5	2.0	-5
COc1cc(CN(C)CC2CCCN(CCc3ccccc3F)C2)cc(Cl)c1OC (stereo not drawn)	1.7	-0.6	.	15	3	-7	2	-1	.	0
Cc1ccc(OCCNC(=O)c2cc(-n3cnnc3)ccc2Cl)cc1C	0.4	2.3	1.2	1	?	-2	10	-6	-0.1	0
COc1ccccc1NC(=O)CN1CCN(c2ccc(Cl)cc2)CC1	-0.9	1.7	-1.7	-3	4	-2	-14	-6	2.2	-1
O=C(CSC1=Nc2ccccc2C2CC=NN12)Nc1ccc2c(c1)OCO2 (stereo not drawn)	-1.0	1.8	.	?	-1	-6	-1	-2	.	0
Cc1ccnc(NC(=O)c2ccc(Cl)s2)c1	-3.7	.	-0.8	1	-5	0	18	-18	2.5	.
Cc1oc2c(c1C(=O)c1ccc(Cl)cc1)C(=O)C(=O)c1ccccc1-2	1.4	2.4	.	-3	-2	2	.	4	.	.
COc1ccc(C(=O)N2CCC(=O)N(C(CO)Cc3ccccc3)CC2)cc1 (stereo not drawn)	0.2	-1.1	1.7	6	6	2	14	-4	0.1	1
CCN(C(=O)c1ccc(=O)[nH]c1)c1c(N)n(Cc2ccccc2)c(=O)[nH]c1=O	-1.3	3.3	-0.5	3	2	-2	7	6	-1.9	-2
N#CCCn1cnc2ccccc21	0.1	1.7	0.7	5	-4	-1	29	-12	2.3	.
Cc1cccn2c(=O)c(/C=C(\C#N)S(=O)(=O)c3ccc(Cl)cc3)c(N3CCC(C(N)=O)CC3)nc12	-0.4	0.4	-3.4	-4	-5	1	16	-12	0.2	-6
COc1ccccc1C=NN=Cc1ccccc1O	-0.8	3.5	.	-1	-20	-12	19	-16	.	25
CC1CCN(C(=O)c2cc(Cl)nc3ccccc23)CC1	-1.6	3.7	-2.8	-2	2	-2	5	0	2.1	1
Cc1ccc(NC(=O)CN2CCCCCC2)c(Br)c1	-2.6	3.5	.	-12	-3	-4	.	-6	.	.
COc1ccccc1C1(O)C(=O)Nc2ccc(C)cc21 (stereo not drawn)	-0.7	2.0	-1.3	12	4	-3	-7	7	1.8	2
Continued:
SMILES	CAL PDZ FP	phage Ecoli inh	Ecoli viability	Rtt109 HAT inh	Tat transport	DAGLB inh	PfHsp90 set2	PvdQ acylase	AddAB inh	Wnt bcat act
Cc1c(C)c(C)c(S(=O)(=O)NCCc2ccncc2)c(C)c1C	-1.6	0.6	-1.0	-3	-8	1	18	-13	2.1	8
COc1cc(NC(=O)C/C(C)=N/NC(=O)Cc2ccccc2)c(OC)cc1Cl	-1.0	0.2	-0.3	2	0	1	-11	9	4.1	-4
Cc1ccc(OCC2Cn3c(nc4c3c(=O)[nH]c(=O)n4C)O2)cc1 (stereo not drawn)	-0.8	0.0	-0.6	2	-12	-2	-18	-18	1.2	-6
O=C(NCc1ccc2c(c1)OCO2)c1ccc(CS(=O)(=O)Cc2cccc(Cl)c2)o1	-0.6	-3.1	-0.3	-1	-15	4	5	0	2.8	-3

Taken from above:
Entry of COc1cc(NC(=O)C/C(C)=N/NC(=O)Cc2ccccc2)c(OC)cc1Cl under Rtt109 HAT inh: 2
Entry of O=C(NCc1ccc2c(c1)OCO2)c1ccc(CS(=O)(=O)Cc2cccc(Cl)c2)o1 under Rtt109 HAT inh: -1
Entry of Cc1ccc(OCC2Cn3c(nc4c3c(=O)[nH]c(=O)n4C)O2)cc1 (stereo not drawn) under CAL PDZ FP: -0.8
